Menin MLL FP TR: displaces Texas Red mutant MLL peptide from human menin. Potency, µM (highest dose often 61.6 µM), for the others: at the top dose FP activity change, negative = inhibition, hits mostly inhibitors. actives 0.23% (n = 270,000). Menin + Texas Red MLL mutant peptide, fluorescence polarization. AID 1768; active = well fitted inhibition curve with a large enough effect in the polarisation, with a control signal flat, not every such curve was filed as active; inconclusive = small, poorly fitted or top-dose-only effect, or effect the other way, or a change in a side signal; inactive = no such curve, though single readings can be large or run the other way; the % refers to the polarisation; also: potency is read from the fitted curve at half-maximal effect; % of control where 0% means no effect; many of its hits are not listed in these tables
Mito fusion act: mitochondrial division inhibition or fusion activation; Potency, µM (highest dose often 46.1 µM), for the others: at the highest dose growth rescue (activation), hits mostly activators; actives 0.23% (n = 320,000); AID 485298; S. cerevisiae fusion-defective mutant growth rescue, CellTiterGlo 48 h;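 also: potency is read from the fitted curve at half-maximal effect; % of control where 0% means no effect; nearly all actives have a fitted effect of over 45% in size; temperature-sensitive fusion mutants such as fzo1-1 at 37 °C on non-fermentable ethanol glycerol medium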
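S. cerevisiae fusion-defective temperature-sensitive mutants (e.g. fzo1-1, mgm1-5) grown 48 h at 37C in YPEG (ethanol/glycerol non-fermentable) medium with 23 nl compound per well; growth rescue read as CellTiterGlo luminescence.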
RORgamma inh: ROR gamma (mouse) transcription inhibition | actives 5.4% (n = 310,000) | Drosophila S2 Gal4-RORgamma UAS-luciferase reporter, 20 h | Potency, µM (series often up to 53.6 µM), without a hit: top-dose activity change, negative = inhibition, hits mostly inhibitors | AID 2551; also: potency is read from the fitted curve at half-maximal effect; % is scaled to controls: 0 for no effect and ±100 for the full control effect; nearly all actives have a fitted effect of over 60% in size
Target sequence (P51450 whole entry, looked up, the tested form may be a part): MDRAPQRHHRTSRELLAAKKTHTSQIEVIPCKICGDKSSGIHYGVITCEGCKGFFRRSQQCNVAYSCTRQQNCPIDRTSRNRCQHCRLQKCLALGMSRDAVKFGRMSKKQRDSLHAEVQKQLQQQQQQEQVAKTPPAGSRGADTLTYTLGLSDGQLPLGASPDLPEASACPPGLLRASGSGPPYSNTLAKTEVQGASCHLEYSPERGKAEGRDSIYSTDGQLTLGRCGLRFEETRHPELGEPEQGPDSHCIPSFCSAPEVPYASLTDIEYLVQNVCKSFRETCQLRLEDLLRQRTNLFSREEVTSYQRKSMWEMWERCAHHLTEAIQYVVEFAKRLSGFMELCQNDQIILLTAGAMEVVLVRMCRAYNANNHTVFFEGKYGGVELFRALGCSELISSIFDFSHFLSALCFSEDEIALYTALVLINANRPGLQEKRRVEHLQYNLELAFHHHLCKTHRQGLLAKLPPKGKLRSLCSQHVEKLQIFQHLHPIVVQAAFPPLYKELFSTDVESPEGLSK
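ROR gamma transcriptional activity was tracked as Gal4-UAS luciferase output in stably transfected Drosophila Schneider cells, with compound added 1 hr before 700 uM copper sulfate induction and a 20 hr ambient-temperature incubation.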
NPC1 promoter act: activators of NPC1 promoter; Potency, µM (doses to about 9.22 µM), inactives show at the highest dose activation, most hits filed as activators; actives 2.4% (n = 320,000); AID 485313; Huh7 NPC1 promoter luciferase reporter, 24 h;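 also: potency is read from the fitted curve at half-maximal effect; % of control where 0% means no effect; nearly all actives have a fitted effect of over 60% in size; reporter is driven by a mutant NPC1 promoter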
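Luciferase expression driven by the NPC1 promoter was measured in stably transfected Huh7 cells after a 24 h compound incubation, using a luciferase reagent and a luminescence read.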
ELG1 DNA repair: ELG1-dependent DNA repair inhibition; HEK293T ELG1-luciferase reporter, luminescence, 16 h; DNA damage induced by 5-fluorouridine; AID 504467; actives 2.3% (n = 330,000); Potency, µM (series often up to 46.1 µM), inactives show at the top dose activity change, negative = inhibition, hits mostly inhibitors; also: potency is read from the fitted curve at half-maximal effect; % is scaled to controls: 0 for no effect and ±100 for the full control effect; nearly all actives have a fitted effect of over 55% in size
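HEK293T cells expressing luciferase-tagged ELG1 (2,000/well) received 5-Fluorouridine plus compound or DMSO for 16 hr at 37 °C. Luciferase was read by ONE-Glo luminescence after 30 min at room temperature.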
KCNH2 3.1 inh: blocks the human KCNH2 3.1 channel isoform. activity change, % (tested at about 1.8 µM). U2OS KCNH2 3.1, thallium flux FluxOr; active compounds read low. actives 0.95% (n = 340,000);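 active = maximum activity change below -70%; inconclusive = maximum activity change from -70% to -50%; inactive = maximum activity change above -50%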;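 also: thallium influx rate constant from kinetic fluorescence after stimulation buffer; % is scaled to controls: 0 for no effect and ±100 for the full control effect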
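Channel expression came from 3.1 mutant virus (1.77 x 10^8 /mL) applied to suspended U2OS cells for 4 h. Flux was tracked with FluxOr dye plus Red40 quencher, and kinetic rate constants normalized to controls.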
Gal4-VP16 FLuc: inhibits Gal4-VP16 luciferase reporter, ROR gamma counter-screen. Drosophila S2 Gal4-VP16 UAS-luciferase, luminescence, 20 h. Potency, µM (titrated, usually from 53.6 µM), for the others: top-dose activity, negative = inhibition, usual class: inhibitors. actives 3.5% (n = 310,000). AID 2546;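 also: Gal4-VP16 expression switched on by copper sulfate through the metallothionein promoter; potency is read from the fitted curve at half-maximal effect; % is scaled to controls: 0 for no effect and ±100 for the full control effect; nearly all actives have a fitted effect of over 50% in size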
MBNL1-CUG inh: blocks human MBNL1 binding to CUG repeat RNA; TR-FRET MBNL1-His/biotin-(CUG)12 binding, 665/545 ratio; Potency, µM (highest dose often 57.5 µM), for the others: at the top dose activity change, negative = inhibition, hits mostly inhibitors; actives 0.036% (n = 280,000); AID 2675; active = well fitted inhibition curve with a large enough effect in the signal ratio, with a control signal flat, not every such curve was filed as active; inconclusive = small, poorly fitted or top-dose-only effect, or effect the other way, or a change in a side signal; inactive = no such curve, though single readings can be large or run the other way; the % refers to the signal ratio; also: potency is read from the fitted curve at half-maximal effect; % is scaled to controls: 0 for no effect and ±100 for the full control effect
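Inhibition of protein-RNA binding appears as loss of TR-FRET between terbium anti-His antibody on MBNL1-His and streptavidin-XL665 on biotin-(CUG)12. Activity is normalized to buffer-only and uninhibited-complex controls.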
FLuc modulator: firefly luciferase modulation, counter-screen for miR-21 project; P08659; actives 6.9% (n = 360,000); purified FLuc, Km substrates, luminescence inhibition; Potency, µM (top dose mostly 57.5 µM), for inactives: at the top dose activity change, negative = inhibition, hits mostly inhibitors;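 also: potency is read from the fitted curve at half-maximal effect; plate controls were vehicle for no effect and reference inhibitor for full effect; nearly all actives have a fitted effect of over 55% in size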
Target sequence (P08659 whole entry, looked up): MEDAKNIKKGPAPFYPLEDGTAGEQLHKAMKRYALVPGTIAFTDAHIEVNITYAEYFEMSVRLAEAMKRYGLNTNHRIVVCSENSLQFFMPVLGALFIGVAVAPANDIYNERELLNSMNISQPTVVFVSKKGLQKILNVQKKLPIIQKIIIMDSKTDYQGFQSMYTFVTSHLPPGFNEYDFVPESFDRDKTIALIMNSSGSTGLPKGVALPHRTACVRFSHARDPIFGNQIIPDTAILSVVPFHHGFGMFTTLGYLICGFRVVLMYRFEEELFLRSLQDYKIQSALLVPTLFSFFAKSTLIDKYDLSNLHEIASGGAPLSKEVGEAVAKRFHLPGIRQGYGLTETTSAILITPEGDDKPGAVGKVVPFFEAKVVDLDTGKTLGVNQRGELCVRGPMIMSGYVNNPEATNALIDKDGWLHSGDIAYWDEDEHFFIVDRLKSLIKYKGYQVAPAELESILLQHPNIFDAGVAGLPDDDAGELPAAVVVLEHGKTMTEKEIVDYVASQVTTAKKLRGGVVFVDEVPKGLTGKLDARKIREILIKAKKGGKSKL
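Biochemical qHTS of compounds, final roughly 60 µM downward over six points, against 10 nM purified firefly luciferase using Km concentrations of substrates (10 uM D-luciferin, 10 uM ATP) in Tris acetate pH 7.5 buffer; luminescence output.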
PKM2 act: activators of human pyruvate kinase M2 | P14618 | purified PKM2, Kinase-Glo ATP luminescence, activation; response scale: 0% is enzyme alone, no compound | Potency, µM (series often up to 57.5 µM), inactives show at the highest dose activation, most hits filed as activators | actives 0.34% (n = 260,000) | AID 1631; also: potency is read from the fitted curve at half-maximal effect; % is scaled to controls: 0 for no effect and ±100 for the full control effect; nearly all actives have a fitted effect of over 55% in size
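Kinase-Glo luminescence reports ATP generated from ADP (0.1 mM) and PEP (0.5 mM) by purified hPK-M2 after 1 h at room temperature, pH 7.2 imidazole buffer; intermediate enzyme activity allows detecting inhibitors and activators.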
Rab9 promoter act: Rab9 promoter activation | Huh7 Rab9 promoter-luciferase reporter, luminescence, 24 h | Potency, µM (top dose mostly 9.22 µM), without a hit: top-dose activation, negative = inhibition, most hits filed as activators | actives 2.8% (n = 320,000) | AID 485297; also: potency is read from the fitted curve at half-maximal effect; % of control where 0% means no effect; nearly all actives have a fitted effect of over 60% in size
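Promoter activation is measured as luciferase luminescence in Huh7 cells stably transfected with a Rab9 promoter–luciferase construct, following 24 h compound exposure at 37 °C and 10 min reagent incubation at ambient temperature.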
Starred values were filed as active, the others as inactive; ? = inconclusive; nt = not tested or not shown; [ ] = dose if it differs, or a comment. Unless noted, calls follow the shape of the dose curve; as a rule, active = well fitted curve in the direction sought with a large enough effect; inconclusive = small, poorly fitted or top-dose-only effect, or another doubt; inactive = no such curve, though single readings can be large; an effect the other way counts as inactive or inconclusive. Some of the compounds tested; rates above refer to the full screens.

entry	compound	RORgamma inh	PKM2 act	FLuc modulator	KCNH2 3.1 inh	Gal4-VP16 FLuc	Menin MLL FP TR	Mito fusion act	MBNL1-CUG inh	Rab9 promoter act	NPC1 promoter act	ELG1 DNA repair
1	COC(=O)c1cc(OC)c(OC)cc1NC(=O)CCC1CCCC1	-8%	-2%	-1%	-5	-6%	?	11%	?	-7%	-2%	-11%
2	CC(C)c1cc(C(=O)O)c2ccccc2n1	-24%	2%	0%	46	2%	nt	-3%	4%	-1%	-4%	-4%
3	CCOC(=O)C1=C(C)Nc2ncnn2C1c1c[nH]c2ccccc12 (centres undefined)	10µM*	-5%	1%	-13	0%	9%	6%	-6%	7%	3%	0%
4	Cc1oc2ccc(OC(=O)COc3c(F)c(F)c(F)c(F)c3F)cc2c1C(=O)OC(C)C	-27%	1%	?	nt	-10%	-3%	-3%	6%	-2%	2%	?
5	COc1cc2c(cc1NC(=O)COC(=O)c1ccc(C(C)(C)C)cc1)oc1ccccc12	19%	1%	-1%	10	-8%	3%	-3%	-7%	9%	6%	?
6	CCOC(=O)C1C(c2ccc(O)cc2)NC(=O)NC1(O)C(F)(F)F (centres undefined)	2%	0%[11.5 µM]	0%	-12	-2%	-19%	-2%	-9%	0%	0%	13%
7	CCOC(=O)N1CCC(NC2CCCCCCC2)CC1	-1%	2%	-1%	8	-7%	11%	?	-13%	-1%	8%	-12%
8	CCC(CC)NC(=O)COc1ccc(OC)cc1C=O	-4%	-6%	3%	1	21%	10%	-3%	-2%	-34%[inhibitor]	-7%	-13%
9	O=C1C(C=NC2CC2)=C(O)c2ccccc21	-4%	-7%	?	-2	13%	-2%	-1%	?	4%	26%	?
10	CCOc1ccc(N2C(=O)C3C(c4ccccc4)=NN(c4ccccc4)C3C2=O)cc1 (centres undefined)	4%	-3%	0%	1	-2%	?	?	3%[11.5 µM]	0%	-7%	1%
11	CCN(CC)c1ccc(C(NC(C)=O)NC(C)=O)cc1	15%	-14%	-7%	3	-3%	10%	-4%	?	4%	1%	0%
12	CC(C)Cn1c(SCC(=O)NCc2ccc(Cl)cc2)nnc1-c1cccc(S(=O)(=O)N2CCOCC2)c1	26%	-1%	2%	-1	-18%	-7%	1%	-10%	-7%	-1%	?
13	CCCCCn1c(CN(C)Cc2ccccc2)nc2c1c(=O)n(C)c(=O)n2C	-6%	-2%	-1%	4	-18%	?	10%	-5%	-2%	2%	18µM*
14	CCc1ccc2c(COn3nnc4ccc(S(=O)(=O)N(C)C)cc43)cc(=O)oc2c1	38%	-6%	-3%	-9	1%	4%	5%	3%	1%	-2%	?
15	CCOc1ccc(/C=N/NC(=O)c2nnn(-c3nonc3N)c2CN2CCC(C)CC2)cc1	8%	2%	-8%	?	-1%	9%	-8%	1%	-3%	0%	-27%
16	CN(C(=O)c1ccccc1C(=O)OCC(=O)NCc1cccs1)C1CCCCC1	10%	-3%	-9%	-4	-7%	-2%	0%	8%	-1%	-4%	2%
17	CC(C)CNC(=O)CSc1nnc(CN2CCCCCC2=O)n1-c1ccccn1	-20%	-4%	3%	-1	-8%	10%	-2%	-2%	4%	0%	12%
18	CCOC(=O)Cc1cc(=O)n2[nH]cc(-c3ccc(Cl)cc3)c2n1	11µM*	-3%	-17%	9	?	?	2%	1%	-3%	-6%	?
19	COc1ccc(OC)c(-c2csc(N(Cc3ccco3)C(=O)c3cccs3)n2)c1	26%	-14%	-5%	-13	1%	6%	-4%	59%[activator]	7%	10%	?
20	Cc1cc(NC(=O)CSCC(=O)Nc2ccccc2OC(F)F)no1	nt	nt	-3%	9	nt	nt	-1%	nt	0%	-4%	20%
21	COc1ccc(CN(Cc2cccn2C)S(=O)(=O)c2cccc(C(F)(F)F)c2)cc1	7%	-6%	2%	4	2%	nt	-2%	-1%	-5%	-2%	?
22	Cn1c(SCC(=O)NCc2cccs2)nnc1-c1cccs1	2%	0%	3%	3	-8%	3%	-1%	1%	nt	nt	nt
23	N/C(=N\OC(=O)c1ccc(=O)n(Cc2ccccc2)c1)c1ccccn1	11%	-2%	?	-3	2%[10 µM]	-11%	-1%	-4%	3%	0%	6%
24	CCOC(=O)C1(CC2CC2)CCN(Cc2ccc(O)c(Cl)c2)CC1	28%	5%	0%	nt	-1%	-19%	4%	?	2%	-4%	-11%
25	Cn1c(CNC(=O)CNC(=O)Cc2ccc(Cl)cc2)cc(=O)n(C)c1=O	-6%	nt	1%	-7	-6%	nt	-2%	-4%	3%	16%	18%
26	O=C(Nc1ccccc1)Nc1ccccc1C(=O)NCc1ccccc1	?	-4%	21µM*	-21	22%	-1%	1%	2%	15%	5%	?
27	CCOC(=O)C1CCN(C(=O)c2ccc(Cl)c(NC3=NC4CS(=O)(=O)CC4S3)c2)CC1 (centres undefined)	-8%	0%	-18%	-11	3%	11%	-3%	-30%	1%	-1%	4%
28	CN(C(=O)CSc1nnc(COc2ccccc2F)n1N)C1CCCCC1	nt	nt	1%	-12	nt	nt	-1%	nt	-2%	1%	9%
29	Cc1ccc(C)c(OCCC(=O)OC(C)C(=O)Nc2c(C)n(C)n(-c3ccccc3)c2=O)c1 (centres undefined)	nt	nt	4%	-3	nt	nt	0%	nt	-6%	0%	-10%
30	O=c1ccc(-c2ccc(S(=O)(=O)Nc3ccc(F)cc3)s2)n[nH]1	22%	nt	2%	10	12%	nt	1%	?	-2%	2%	9%
31	CCCCCC(=O)Nc1ccc(-c2nnc3n2CCCCC3)cc1	2%	4%	1%	7	6%	nt	0%	-5%	5%	0%	17%
32	O=C(O)C1=C[C@@H](c2ccccc2)C[C@@H](OCc2ccc(CO)cc2)O1	-33%	-6%	-3%	9	-4%	9%	-1%	?	-2%	7%	0%
33	CCOC(=O)c1[nH]c2ccc(OC)cc2c1NC(=O)CCN1CCc2ccccc2C1	7%	-2%	1%	-43	4%	-11%	1%	?	4%	2%	?
34	Cc1ccc(NC(=O)C(C)OC(=O)Cn2cnc3ccccc3c2=O)cc1 (centres undefined)	nt	nt	0%	17	nt	nt	-6%	nt	3%	-1%	11%
35	CCOC(=O)C1CCN(S(=O)(=O)c2ccc3[nH]c(=O)oc3c2)CC1	-21%	-4%	-1%	13	7%	2%	-3%	6%	0%	2%	?
36	CCCN(CCC)CCN1C(=O)C2C(C(=O)Nc3ccc(C)cc3)C3C=CC2(O3)C1C(=O)NC1CCCCC1 (centres undefined)	3%	0%	1%	-1	-3%	-27%	-6%	4%	0%	-2%	-6%
37	Cc1cc(C)c2nc(N(CCN(C)C)C(=O)/C=C/c3cccs3)sc2c1	0%	nt	1%	-103*	-17%	nt	-7%	4%	7%	-6%	-3%
38	Cc1ccc(NC2=NCCCCC2)cc1C	11%	-5%	3%	3	-4%	-9%	-4%	-12%	3%	2%	-5%
39	CCCCC(=O)Nc1nn(CCC)c2nc3ccccc3cc12	-22%	3%	-2%	3	-13%	4%	-1%	12%	1%	0%	?
40	Cc1c(-c2ccccc2)[n+](=O)c2c(n1[O-])CCC2	-36%	1%	0%	1	4%	18%	3%	?	2%	0%	0%
41	COc1ccc(Br)c(C(=O)N2CCN(S(=O)(=O)c3cccs3)CC2)c1	16%	8%	-1%	7	10%	nt	-4%	-3%	-4%	-8%	0%
42	CC(C)c1ccc(NC(=O)C(c2ccc3c(c2)OCO3)N2CCCCC2)cc1 (centres undefined)	35%	-13%	-13%	-19	0%	-1%	4%	-12%	-11%	-3%	9%
43	c1cc[n+](CCC[n+]2ccccc2)cc1	10%	nt	2%	-32	-3%	9%	0%	-5%	5%	-1%	0%
44	CCOC(=O)C1=C(C)NC(=O)CC1c1ccccc1 (centres undefined)	4%	-4%	1%	-3	0%	-26%	2%	1%	1%	1%	2%
